Bioassay records deposited in PubChem BioAssay by Broad Institute.
ERAP1 HTS inh = human ERAP1 aminopeptidase inhibitors, primary screen, biochemical, single point, plate reader. inhibition, % at 10.7 µM. AID 652197, 2013. 340,000 tested, 0.15% active. recombinant ERAP1, Leu-AMC fluorescence, 60 min;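 active = mean replicate inhibition of at least 30%, or all replicates individually reaching that 30% level; inactive = mean below 30% and not every replicate reaching it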;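 note: 0% = neutral control wells and 100% = L-leucinethiol positive control wells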
DENV2 CPE = inhibitors of DENV2 cytopathic effect, primary screen, cell-based, plate reader, single concentration; DENV2-infected cells, cytopathic effect rescue; 350,000 tested, 1.7% active; CPE inhibition, % at 9.99 µM; in the data active = CPE inhibition above about 20%, passing the limit was not always enough; inconclusive = no clear call, values can overlap the other calls; tested in BHK-21 cells;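 note: 0% = median of neutral control wells and 100% = median of positive control wells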
miR-122 sensor = miR-122 Renilla sensor signal increase in Huh7, primary screen, miR-122 inhibitor project, cell-based, single point, plate reader; Huh7 miR-122 Renilla luciferase sensor, 48 h; neutral wells = 0, positive control = 100; activation (reporter increase), % at 12.5 µM; 340,000 tested, 0.3% active;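 active = mean replicate activation score at least 90 and every replicate individually at or above 90; inconclusive = only one of the two criteria met; inactive = neither criterion met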;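 note: higher luciferase means less miR-122 activity so hits act as miR-122 inhibitors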
CASP6 VEID inh = human caspase-6 inhibitors, primary screen, biochemical, VEID-R110 fluorescence, single point, set 2 | P55212 | purified caspase-6, Z-VEID-R110 cleavage fluorescence | inhibition, % at 12.5 µM | 350,000 tested, 0.53% active;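 active = mean inhibition across replicates at least about 35%, with every replicate also reaching that limit, limit read from the data; inconclusive = only one of the two criteria met; inactive = neither criterion met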;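 note: 0% = median of neutral control wells and 100% = no fluorescence left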
Target sequence (P55212 24-179 limits assumed): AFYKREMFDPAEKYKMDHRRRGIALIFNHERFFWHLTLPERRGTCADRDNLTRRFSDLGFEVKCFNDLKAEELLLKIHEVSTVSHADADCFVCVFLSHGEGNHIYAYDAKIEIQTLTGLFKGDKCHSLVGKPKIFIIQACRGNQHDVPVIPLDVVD
Target sequence (P55212 194-293 limits assumed): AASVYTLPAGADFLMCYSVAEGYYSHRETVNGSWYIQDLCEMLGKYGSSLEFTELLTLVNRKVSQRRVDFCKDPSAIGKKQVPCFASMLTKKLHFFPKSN
F508del corr = F508del CFTR correction, initial screen, CFBE line, single point; CFBE cells, YFP halide quenching; stimulated with forskolin plus potentiator P3; % fluorescence drop versus neutral controls; activity (quench increase), % at 7.58 µM; 350,000 tested, 0.36% active; AID 720511, 2013;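 active = mean added fluorescence quench of at least 8% versus neutral control, with both replicates also reaching 8%; inconclusive = only one of the mean or replicate conditions met; inactive = mean below 8% and not both replicates reaching 8%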;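 note: cells transiently co-express mutant CFTR-F508del with the halide-sensitive YFP; corrector assay measuring rescue of mutant channel to the surface after 24 h compound exposure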
SIRT5 block = SIRT5 desuccinylase inhibitors, primary screen, biochemical, fluorescence imaging, single point, set 5; Purified SirT5, succinyl-peptide AMC, trypsin-coupled fluorescence; NAD-dependent protein deacylase sirtuin-5, mitochondrial (Homo sapiens), Q9NXA8; 330,000 tested, 1.1% active; inhibition, % at 15 µM; AID 652115, 2013; in the data active = inhibition above about 15%; inconclusive = no clear call, values can overlap the other calls
Target sequence (Q9NXA8 whole entry, looked up): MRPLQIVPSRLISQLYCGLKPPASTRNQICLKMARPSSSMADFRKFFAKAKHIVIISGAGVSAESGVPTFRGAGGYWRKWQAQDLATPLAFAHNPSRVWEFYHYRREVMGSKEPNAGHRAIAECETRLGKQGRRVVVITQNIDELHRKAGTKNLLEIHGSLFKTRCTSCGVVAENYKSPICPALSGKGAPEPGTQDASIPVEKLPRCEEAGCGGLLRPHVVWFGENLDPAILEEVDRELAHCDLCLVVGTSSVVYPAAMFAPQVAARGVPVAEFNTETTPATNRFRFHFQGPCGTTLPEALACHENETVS
ERp5 inh = inhibitors of ERp5-driven insulin aggregation, primary screen, biochemical, turbidity, absorbance 650 nm, single point; Protein disulfide-isomerase A6 (Homo sapiens), Q15084; 90 min; inhibition, % at 9.99 µM; 350,000 tested, 0.05% active;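 active = mean replicate inhibition above about 25%, with every replicate also reaching it, limit read from the data, passing the limit was not always enough; inconclusive = only one of those two criteria met; inactive = neither criterion met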
Target sequence (Q15084 whole entry, looked up): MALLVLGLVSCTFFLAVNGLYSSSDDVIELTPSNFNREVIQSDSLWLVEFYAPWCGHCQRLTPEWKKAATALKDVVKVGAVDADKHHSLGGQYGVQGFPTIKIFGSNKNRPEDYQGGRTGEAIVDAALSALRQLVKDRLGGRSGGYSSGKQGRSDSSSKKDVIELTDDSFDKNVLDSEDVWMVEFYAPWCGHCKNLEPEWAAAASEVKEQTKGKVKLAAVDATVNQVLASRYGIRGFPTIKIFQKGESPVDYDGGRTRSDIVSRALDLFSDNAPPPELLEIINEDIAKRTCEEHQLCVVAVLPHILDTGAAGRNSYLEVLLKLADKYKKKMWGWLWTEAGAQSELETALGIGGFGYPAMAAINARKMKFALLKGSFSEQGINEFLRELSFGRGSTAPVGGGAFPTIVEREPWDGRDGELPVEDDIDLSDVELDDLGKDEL
An asterisk follows results filed as active; u = inconclusive; x = no result given; [ ] = remark or other dose.

Values run as follows: ERAP1 HTS inh, DENV2 CPE, miR-122 sensor, CASP6 VEID inh, F508del corr, SIRT5 block, ERp5 inh
COc1ccc(OC)c(S(=O)(=O)NCc2cc(-c3ccccc3)no2)c1
    -2, 5, 8, 1, -2.6, 0, 4
O=C(CCN1CCCO1)N1CCCC(N2CCN(c3cccc(C(F)(F)F)c3)CC2)C1 (configuration not stated)
    -2, -6, x, 11, 2.9, -1, 1
C[C@H](CO)N1C[C@H](C)[C@@H](CN(C)C(=O)Cc2ccccn2)Oc2cc(-c3cccc(C(=O)N(C)C)c3)ccc2S1(=O)=O
    0, -6, x, 1, 1.7, 0, 1
CC(C)NC(=O)N(C)C[C@@H]1Oc2c(NS(=O)(=O)c3cn(C)cn3)cccc2C(=O)N([C@H](C)CO)C[C@@H]1C
    -1, 6, 0[16.7 µM], 1, 2.7, -1, -4
CCOc1ccc(Br)cc1C(=O)N/N=C/c1ccccn1
    2, 7, 0, 1, -0.1, -1, 4
C[C@@H]1CCCCO[C@@H](CN(C)C(=O)Nc2ccc3c(c2)OCO3)[C@H](C)CN([C@H](C)CO)C(=O)c2cc(NC(=O)c3ccncc3)ccc2O1
    -1, 3, -11[16.7 µM], -1, 1.8, -2, 0
CN(C)C(=O)C[C@@H]1CC[C@H]2[C@@H](COC[C@@H](O)CN2S(=O)(=O)c2ccccc2Cl)O1
    2, 0, 2[16.7 µM], 1, -0.2, -6, 0
CC(=O)Nc1ccc(CNc2nc3cc(-c4cccc(C(F)(F)F)c4)sc3c(=O)n2C)cc1
    0, -9, 0, 2, 1.2, -1, 5
Cc1c(C(=O)N2CCCCC2)oc2ccc(Br)cc12
    -1, 11, -1, 0, -2.1, 0, 1
COCC#Cc1cnc2c(c1)C(=O)N([C@H](C)CO)C[C@H](C)[C@@H](CN(C)C(=O)Nc1ccccc1F)O2
    1, -8, 9[16.7 µM], 0, 4.0, -10, -3
CCOC(=O)c1sc(NC(=O)CNCc2cccnc2)c(C(=O)OCC)c1C
    -4, x, 1, -1, -0.2, -1, 0
CCN1CCN(c2nc3ccccc3nc2C(C#N)S(=O)(=O)c2ccc(C)c(C)c2)CC1 (configuration not stated)
    4, x, 2, -1, x, -6, 1
C/C(CC(=O)Nc1cc(Cl)ccc1C)=N\NC(=O)C(=O)N1CCCC1
    1, -7, 10, -1, 0.4, 28*, 7
Cc1nn2c(=O)cc(CSc3ccccc3NC(=O)c3ccccc3F)nc2s1
    -1, 8, 6, 0, 3.1, -15, 5
C[C@@H]1CN([C@H](C)CO)C(=O)Cc2cc(NC(=O)NC3CCCCC3)ccc2O[C@@H]1CN(C)Cc1ccc(-c2ccccc2)cc1
    1, -5, -10[16.7 µM], 0, -0.4, 0, -14
CC(C)[C@H](NC(=O)c1ccccc1)C(=O)OCC(=O)Nc1ccc(S(=O)(=O)N2CCOCC2)cc1
    2, -1, x, -4, -2.0, x, 1
O=C(O)/C=C/C(=O)Nc1ccc(S(=O)(=O)N2CCCC2)cc1
    x, -2, x, 1, 0.0, x, 4
O=C(Nc1ccc(F)cc1)c1ccc(S(=O)(=O)NCc2cccnc2)cc1
    -2, 1, x, 3, -2.7, -1, 0
COCCCn1c(C)cc(C(=O)COC(=O)CCc2nc3ccccc3c(=O)[nH]2)c1C
    8, 1, x, 3, 0.7, -1, -6
COCC(=O)N[C@@H]1c2cc(OC)c(OC)cc2C[C@H]1OCc1ccccc1
    1, 16, x, 0, -1.1, -13, -6
CC(=O)c1c(C)[nH]c(C(=O)NCc2cccc(Cl)c2)c1C
    2, -3, x, x, -1.6, 0, 14
CCOC(=O)c1cc(-c2nnc(-c3ccc(Cl)cc3)o2)c(C)nc1C
    x, 12, -1, 1, -0.2, x, 0
CC(=O)c1ccc(N2CCN(C(=O)CNC(=O)c3ccc(Br)o3)CC2)cc1
    -2, 5, -2, -4, 1.2, x, 4
Cc1ccc(S(=O)(=O)N(C)C[C@H]2Oc3ccc(NC(=O)c4ccncc4)cc3C(=O)N([C@H](C)CO)C[C@@H]2C)cc1
    -9, u, -1[16.7 µM], 3, -0.8, 6, 0
Cc1nnc(C)c2c(C)n(C(c3ccccc3)c3ccccc3)c(C)c12
    -3, 8, 3, 10, -0.9, -1, 0
O=C(NCC1CC1)Nc1cccc(Cl)c1
    0, -1, 11, 3, 0.2, -1, 4
CC(C)CN(C(=O)c1cc(=O)[nH]c2ccccc12)c1c(N)n(Cc2ccccc2)c(=O)[nH]c1=O
    -6, -6, 5, 4, 3.3, -1, 22
Cc1cc(C)cc(NS(=O)(=O)c2ccc(NC(=O)c3ccccc3C(=O)O)cc2)c1
    x, -3, 58, 0, 1.3, 2, 5
COc1ccc(N(CC(=O)Nc2cccnc2)S(=O)(=O)c2ccccc2)cc1Cl
    2, -2, x, -1, 3.5, 1, -4
Cc1nn(Cc2ccc(Cl)cc2)c(C)c1NC(=O)c1ccc([N+](=O)[O-])cc1
    -1, 34*, -24, 6, 1.9, -3, -5
O=c1[nH]c2c(oc3ccccc32)c(=O)n1Cc1ccccc1
    1, 4, -5, 2, -0.4, 3, -1
CCCCC(=O)Nc1cc(C)c(NC(=O)c2cccs2)cn1
    -5, -6, -2, 0, -2.9, -1, 2
CCCN(C(=O)c1cn(CC)c2nc(C)ccc2c1=O)c1c(N)n(Cc2ccccc2)c(=O)[nH]c1=O
    0, -1, x, -1, -1.6, 8, -2
O=C(C1CCCC1)N1C[C@H]2[C@@H](c3ccccc31)[C@@H](CO)N2C(=O)c1ccccc1F
    2, -7, 20[16.7 µM], -1, -0.6, -2, 1
CN(C(=O)CSc1nnc(-c2ccc(C(C)(C)C)cc2)n1C)C1CCS(=O)(=O)C1 (configuration not stated)
    -5, -2, -2, 0, 2.0, 2, -24
O=C(NCC(=O)N1CCC2(CC1)NCCc1[nH]cnc12)c1ccc2ccccc2c1
    -2, -3, -7, 1, -0.3, -3, 0
O=C(NCc1ccccc1)[C@@H]1N[C@@H]2c3cccc(=O)n3C[C@@H]2[C@H]1CO
    0, 7, x, 0, x, -7, 2
CCN(CC)C(=O)C1=C(C)N(CCCOC)C(=O)C(CC(=O)NCCN2CCOCC2)C1 (configuration not stated)
    -4, -2, -10, 5, 2.1, x, 9
CC(C(=O)Nc1ccccc1Cl)N(c1ccccc1)S(C)(=O)=O (configuration not stated)
    2, 6, -4, -5, 0.0, 0, 6
C/C(=N\NC(=O)c1cc2c(s1)CCC(C)C2)c1ccncc1 (configuration not stated)
    4, 2, 16, -3, 1.9, 1, -2
C[C@@H]1CN([C@@H](C)CO)C(=O)c2cc(-c3cccc(C#N)c3)cnc2O[C@@H]1CN(C)C(=O)C1CCOCC1
    1, 0, 2[16.7 µM], 0, 1.2, -1, 3
Cc1cccc(/C=C/c2ccccc2)n1
    1, 3, -2, 3, 2.5, -19, -5
Cc1ccc(CNc2nc3cc(-c4ccccc4)sc3c(=O)n2C)c(C)c1
    1, 4, -3, -2, 3.2, 2, 4
COc1ccc(NC(=O)Nc2ccc3c(c2)[C@@H]2C[C@H](CC(=O)N(C)C)O[C@H](CO)[C@@H]2O3)cc1
    -2, 3, 2[16.7 µM], 0, -1.8, -4, -2
Oc1ccccc1C1=Nc2ccccc2N=C(c2cccs2)C1
    1, 1, -4, -6, 1.9, -5, -4
Cc1noc(C)c1S(=O)(=O)Nc1ccc2c(c1)C(=O)N([C@H](C)CO)C[C@@H](C)[C@@H](CN(C)C(=O)NC(C)C)O2
    0, 17, -3[16.7 µM], 2, -1.0, 0, 15
Cc1cccc(C(=O)NNC(=O)CCCCC(=O)NNC(=O)c2cccc(C)c2)c1
    0, 4, -2, 2, 3.9, 0, 3
COc1ccc(NC(=O)c2cc(-c3ccccn3)nc3ccccc23)c(OC)c1
    -1, 2, 1, 1, -1.3, 2, -3
CC12CCC(=O)N1C(C(=O)Nc1nnc(SCc3ccccc3F)s1)CS2 (configuration not stated)
    4, -1, -4, -1, -4.1, -4, 5
COc1ccc(C(CNc2ccc(S(C)(=O)=O)cc2[N+](=O)[O-])N(C)C)cc1OC (configuration not stated)
    2, -2, 2, x, -2.3, 0, 4
Cc1nc2ccccc2n1Cc1n[nH]c(=S)n1-c1ccc(Cl)cc1
    10, 1, 4, 1, 2.1, 0, 3
Cc1cc(C)c(OCC(=O)NCCCn2nc(C)cc2C)c(C)c1
    1, 7, -8, -3, 0.0, -2, -3
Cc1cccc(NC(=O)Cn2c(=O)oc3ccccc32)n1
    2, -7, -2, 1, -1.3, -4, -17
CCc1ccc(NC(=O)COC(=O)CCC2CCCC2)cc1
    3, -4, 0, 2, 0.4, 0, -3
O=C(c1ccc2[nH]c(=O)c(=O)[nH]c2c1)N1CCN(Cc2ccccc2)CC1
    -3, -6, -2, -2, 1.8, 1, 0
O=C(NC1CCCC1)c1ccc(Cl)c(S(=O)(=O)N2CCCCC2)c1
    -5, 2, x, -2, 0.0, -3, -3
CC(C)C(=O)NC(=S)Nc1c(Cl)ccc2nsnc12
    0, -1, 6, 7, 2.6, x, 8
Cc1nc(SCc2nc3ccc(Cl)cc3[nH]2)c2oc3ccccc3c2n1
    2, 1, 1, -1, 1.5, -1, 3
Cc1noc(C)c1NC(=O)Nc1ccc2c(c1)C(=O)N([C@H](C)CO)C[C@H](C)[C@@H](CN(C)Cc1ccc3c(c1)OCO3)OCCCC[C@@H](C)O2
    x, 2, -7[16.7 µM], x, 2.9, x, x
COCC(=O)Nc1ccc2c(c1)C(=O)N(C)[C@H]1CC[C@@H](CC(=O)NCc3ccccc3)O[C@@H]1CO2
    2, 9, -3[16.7 µM], -2, -1.0, 1, 1

More compounds:
Values run as follows: ERAP1 HTS inh, DENV2 CPE, miR-122 sensor, CASP6 VEID inh, F508del corr, SIRT5 block, ERp5 inh
O=C1NC[C@H](CCCCN2C[C@H](Cc3ccccc3)N(CCC3CCCCC3)C(=O)C2=O)N(CCc2ccc(O)cc2)C1=O
    -4, 11, x, 10, 0.9, 3, 0
Cc1ccc(-c2nnc(N3CCC(C)CC3)c3ccccc23)cc1
    -1, -3, x, 1, -0.8, -1, 2
CCOc1ccc(/C=C/C(=O)N(CC)CC(=O)Nc2ccc3c(c2)OCCO3)cc1OC
    2, 19, x, 7, -2.5, 1, -3
CCOC(=O)c1cc(C)sc1/N=C/C1C(=O)CC(C)(C)CC1=O
    -1, 11, 3, 1, -1.3, -1, 4
COc1ccc(C2(C)NC(=O)NC2=O)cc1OC (configuration not stated)
    0, -12, -2, 2, -0.7, 1, -2

Record cards (already shown). Order of values: ERAP1 HTS inh	DENV2 CPE	miR-122 sensor	CASP6 VEID inh	F508del corr	SIRT5 block	ERp5 inh
CCOC(=O)c1cc(C)sc1/N=C/C1C(=O)CC(C)(C)CC1=O as listed: -1	11	3	1	-1.3	-1	4
O=C1NC[C@H](CCCCN2C[C@H](Cc3ccccc3)N(CCC3CCCCC3)C(=O)C2=O)N(CCc2ccc(O)cc2)C1=O as listed: -4	11	x	10	0.9	3	0
